# EBV LMP1 NFkB: reduces LMP1-driven NF-kappaB luciferase signal | LMP1-induced NF-kappaB luciferase reporter cells, luminescence | inhibition, % at 12.5 µM | hit rate 0.69% among 350,000 | AID 504558; in the data active = inhibition above about 41%;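 also: 0% = neutral control wells and 100% = reference inhibitor control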
# LRH-1 inv ag: NR5A2 inverse agonism in reporter assay | O00482 | HEK293T StAR-luciferase reporter, LRH-1 transfected, 24 h | hit rate 0.13% among 360,000 | inhibition, % at 3.6 µM | AID 602396;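 active = inhibition above the mean inhibition of all tested compounds plus 3 SD, cut at about 73% in these data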;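 also: 0% = DMSO wells and 100% = reporter-only cells lacking LRH-1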
# NR2F2 inh: inhibitors of human COUP-TFII (NR2F2); P24468; HEK293T NGFI-A luciferase reporter, luminescence; inhibition, % at 8.6 µM; hit rate 0.7% among 370,000; AID 686940;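 active = inhibition above a per-plate cutoff, mean inhibition of test wells between control levels plus 3 SD, cut at about 38% in these data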;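 also: cells cotransfected with COUP-TFII expression vector driving the NGFI-A reporter; 0% = median of COUP-TF2 test wells and 100% = reporter-only cells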
# Target sequence (P24468 whole entry, looked up): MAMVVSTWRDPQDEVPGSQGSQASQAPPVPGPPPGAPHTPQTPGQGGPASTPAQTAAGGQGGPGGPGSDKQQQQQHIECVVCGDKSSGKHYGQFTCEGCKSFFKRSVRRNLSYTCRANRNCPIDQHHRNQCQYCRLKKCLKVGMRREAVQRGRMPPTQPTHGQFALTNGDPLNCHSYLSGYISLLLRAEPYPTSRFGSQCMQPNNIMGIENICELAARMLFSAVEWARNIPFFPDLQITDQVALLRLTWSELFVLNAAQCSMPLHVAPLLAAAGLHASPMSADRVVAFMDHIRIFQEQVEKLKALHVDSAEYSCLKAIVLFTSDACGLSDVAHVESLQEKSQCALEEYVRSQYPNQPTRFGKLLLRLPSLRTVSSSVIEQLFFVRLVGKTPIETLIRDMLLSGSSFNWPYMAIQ
# NOD2 RIPK2 PPI: NOD2-RIPK2 protein interaction inhibition. CHO BLA complementation NOD2-RIPK2, CCF4 ratio. inhibition, % at 4.98 µM. hit rate 0.38% among 360,000; in the data active = inhibition above about 21%;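 also: 0% = vehicle only and 100% = reference blocker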
# Target sequence (O43353 whole entry, looked up): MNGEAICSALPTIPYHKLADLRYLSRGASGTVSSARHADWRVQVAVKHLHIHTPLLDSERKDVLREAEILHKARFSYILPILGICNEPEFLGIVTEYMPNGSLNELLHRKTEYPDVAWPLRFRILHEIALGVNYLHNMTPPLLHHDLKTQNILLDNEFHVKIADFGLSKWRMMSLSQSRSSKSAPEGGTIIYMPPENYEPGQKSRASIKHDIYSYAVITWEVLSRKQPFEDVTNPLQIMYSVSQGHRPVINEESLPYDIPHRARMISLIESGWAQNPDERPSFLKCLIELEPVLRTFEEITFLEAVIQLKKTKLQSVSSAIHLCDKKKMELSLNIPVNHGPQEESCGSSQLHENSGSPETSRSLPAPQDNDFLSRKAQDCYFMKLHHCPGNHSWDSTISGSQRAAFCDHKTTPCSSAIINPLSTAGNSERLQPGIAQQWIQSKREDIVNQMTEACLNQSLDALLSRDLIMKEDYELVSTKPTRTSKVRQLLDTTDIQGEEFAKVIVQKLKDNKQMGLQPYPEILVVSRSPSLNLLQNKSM
# TROY NFkB inh: inhibitors of TROY-dependent NF-kB signaling | hit rate 0.98% among 360,000 | inhibition, % at 10 µM | Q293 LMP1-TROYcd NF-kB luciferase reporter, 4 h;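 active = compounds whose plate-normalised and pattern-corrected inhibition of the luciferase reporter signal at the single screening dose is 50% or more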
# SRC3 inh: human NCOA3 inhibition | inhibition, % at 3.6 µM | hit rate 0.17% among 360,000 | Q9Y6Q9 | HEK293 GAL4-SRC3 luciferase reporter, luminescence;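 active = inhibition above a per-campaign cutoff, the mean of all compounds plus 3 SD, cut at about 60% in these data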;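 also: 0% = DMSO-treated cells and 100% = gossypol-treated cells at 36 µM; higher means less SRC3-driven luciferase light from the GAL4 reporter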
# NCOA1 inh: inhibits human SRC1 coactivator. Q15788. HEK293 GAL4-SRC1 luciferase reporter, luminescence. inhibition, % at 3.6 µM. hit rate 0.12% among 360,000. AID 588354;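 active = inhibition above the campaign mean plus 3 SD, with each screening campaign given its own cutoff, cut at about 60% in these data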;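 also: 0% = DMSO treated cells and 100% = gossypol at 36 µM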
# TLR9-MyD88 block: blocks human TLR9 binding to MyD88; Q9NR96+Q99836; CHO BLA complementation TLR9-MyD88, CCF4 FRET ratio; inhibition, % at 4.98 µM; hit rate 0.21% among 340,000;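 active = inhibition above the mean over all tested compounds plus 3 SD, cut at about 21% in these data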;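 also: 0% = DMSO only wells and 100% = clavulanate BLA inhibitor control wells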
# TWEAK-Fn14 inh: inhibitors of TWEAK-Fn14 interaction signaling; TWEAK-stimulated Fn14 reporter cells, luciferase luminescence, 8 h; inhibition, % at 10 µM; hit rate 2% among 360,000; AID 1159606; in the data active = inhibition above about 50%
# NCOA2 inhibitor: human SRC2 (NCOA2) inhibition; Q15596; HEK293 GAL4-SRC2 luciferase reporter, luminescence; inhibition, % at 9 µM; hit rate 0.17% among 370,000; AID 651957;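 active = inhibition above the mean inhibition of all tested compounds plus 3 SD, set per campaign, cut at about 52% in these data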;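 also: 0% = DMSO treated cells and 100% = cells given Gossypol at 36 µM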
# TRAIL sens C8: sensitizes caspase-8 expressing cells to TRAIL | NB7+C8 cells + TRAIL, ATPlite viability luminescence | inhibition (viability loss, TRAIL sensitization), % at 10 µM | hit rate 1% among 360,000;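 active = compounds causing at least 50% loss of cell viability in the single-dose screen, relative to plate controls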
# Numbers without * were called inactive; . = no result given. A portion of the library; the hit share may differ from the screen's.
SMILES,EBV LMP1 NFkB,LRH-1 inv ag,NR2F2 inh,NOD2 RIPK2 PPI,TROY NFkB inh,SRC3 inh,NCOA1 inh,TLR9-MyD88 block,TWEAK-Fn14 inh,NCOA2 inhibitor,TRAIL sens C8
CC12C(=O)N(c3ccccc3)C(=O)C1C(c1ccccc1)N1CCCN12 (configuration not stated),3,1,-8,-4,4,14,9,-10,-12,1,13
Cc1nc2ccc(NC(=O)CS(=O)(=O)c3ccc(F)cc3)cc2s1,5,-27,-28,-11,-46,-28,-29,3,-27,-11,-7
Nc1ccc(C(=O)OCC(=O)N2CCc3ccccc3C2)cc1[N+](=O)[O-],-2,-9,-15,-5,-63,4,-17,0,-30,-9,-12
CCOc1cc(/C=N/NC(=O)c2ccncc2)cc(Cl)c1OS(C)(=O)=O,1,-14,12,-11,6,-10,9,-3,-7,-15,0
Nc1nn2c(C(F)(F)F)cc(=O)[nH]c2c1N=Nc1cccc(F)c1,4,-5,.,0,-18,-12,-21,-4,-18,.,0
Cc1ccc(C(=O)Nc2nc3c(s2)CCCC3)o1,19,-136,-18,4,-14,-86,-102,1,50,-31,65*
O=S(=O)(Nc1cccc(Cl)c1)c1ccc(-n2cccn2)cc1,2,24,16,-9,9,-8,7,5,-7,4,2
Cc1nc(NCC2CCCO2)c2nnn(Cc3c(F)cccc3Cl)c2n1 (configuration not stated),-1,2,4,3,9,8,-1,4,5,15,-5
COc1ccc2c(c1)OC[C@H]1[C@H]2N2C(=O)CN(CC3CCCO3)C(=O)[C@@]2(C)[C@H]1c1ccccc1 (some centres not stated),0,8,-11,4,-18,8,-16,7,-16,-11,-2
Cc1csc(NC(=O)c2ccc(=O)[nH]c2)n1,-4,4,1,3,-11,-6,0,-5,12,-9,1
Cc1c(N/C=C/C(=O)C(F)(F)F)c(=O)n(-c2ccccc2)n1C,2,-4,13,5,-15,7,-9,-10,-1,1,-13
CCOc1ccc2oc(C(=O)OCC(=O)N3CC(C)OC(C)C3)c(C)c2c1 (configuration not stated),3,18,-2,6,1,5,-14,-9,-28,10,-12
COCCN(CC(=O)NCc1ccc(F)cc1)C(=O)CCC(=O)Nc1nccs1,5,7,4,-7,-7,-11,-3,4,-1,1,9
Cc1cnc(=O)[nH]c1SCC(=O)Nc1nccs1,1,13,-2,-5,3,13,-3,-8,17,-4,1
CCC(=O)Nc1ccc(NC(=O)CSc2nnnn2-c2ccc(OC)cc2)cc1,-2,19,5,-1,6,6,-12,-12,-1,19,-15
OCC(O)/C=N/Nc1nc(Nc2ccccc2)nc(Nc2ccccc2)n1 (configuration not stated),11,-3,32,-3,2,-14,-31,7,-10,-19,10
O=[N+]([O-])c1nn(-c2ccc3c(c2)OCCO3)n(O)c1=NC1CCCCCC1,-16,-18,-39,10,3,-38,-21,-1,15,-3,7
CC/C(O)=C1\C(=O)CC(c2ccccc2)CC1=NCCC(=O)O (configuration not stated),3,-18,0,-10,19,7,3,3,-19,-15,-3
O=C(CSc1nc2c(oc3ccccc32)c(=O)n1CC1CCCO1)NCc1ccccc1 (configuration not stated),-4,-4,8,3,-11,15,-12,0,13,-1,-2
Cc1ccccc1OCC(=O)Nc1cnn(CCCC(=O)O)c1,0,0,7,-8,-18,-18,-17,3,-16,1,-11
CC(=O)c1ccccc1NC(=O)CN1C(=O)CS/C1=C\c1nc(-c2ccc(C)cc2)cs1,2,10,-1,6,-24,7,-29,-5,16,-38,4
C=C1SC(=Nc2c(C)cccc2Cl)N(C(=O)c2sc3ccccc3c2Cl)C12CCCCC2,-4,7,-9,-8,-7,-19,2,-2,-2,-7,21
C/C(=N\NC(=O)c1ccccc1C)c1ccc(N2CCOCC2)cc1,3,-60,-29,4,-9,-36,-46,-1,8,-18,7
O=C(O)/C=C\c1cc2c(cc1[N+](=O)[O-])OCO2,-5,-5,5,-1,-28,1,-31,5,-10,14,11
Cc1ccccc1-c1nnc(Cc2ccccc2)o1,-30,-147,-51,-7,-53,-89,-70,6,-39,-47,-1
Cc1cc(NS(=O)(=O)c2ccccc2)no1,-2,-19,-6,5,-6,-4,-4,1,2,4,-2
CN(C)c1ccc(-n2cccc2/C=C/[N+](=O)[O-])cc1,-2,11,16,15,-31,-3,-2,0,60*,-1,30
CCOc1cc(C(=O)NCCc2ccc(S(N)(=O)=O)cc2)cc(OCC)c1OCC,6,1,-1,4,11,2,-10,0,10,20,-9
COc1cccc(N2C(=O)C(O)=C(C(C)=O)C2c2ccc(OC)c(OC)c2)c1 (configuration not stated),2,4,-7,-10,-1,14,-14,-6,-5,11,-17
CCOC(=O)c1ccc(NC(=S)NCCc2ccc(F)cc2)cc1,-19,-56,-10,-8,35,-7,9,.,27,3,26

# The last six compounds of the section above are carried over, then new ones follow:
SMILES,EBV LMP1 NFkB,LRH-1 inv ag,NR2F2 inh,NOD2 RIPK2 PPI,TROY NFkB inh,SRC3 inh,NCOA1 inh,TLR9-MyD88 block,TWEAK-Fn14 inh,NCOA2 inhibitor,TRAIL sens C8
Cc1ccccc1-c1nnc(Cc2ccccc2)o1,-30,-147,-51,-7,-53,-89,-70,6,-39,-47,-1
Cc1cc(NS(=O)(=O)c2ccccc2)no1,-2,-19,-6,5,-6,-4,-4,1,2,4,-2
CN(C)c1ccc(-n2cccc2/C=C/[N+](=O)[O-])cc1,-2,11,16,15,-31,-3,-2,0,60*,-1,30
CCOc1cc(C(=O)NCCc2ccc(S(N)(=O)=O)cc2)cc(OCC)c1OCC,6,1,-1,4,11,2,-10,0,10,20,-9
COc1cccc(N2C(=O)C(O)=C(C(C)=O)C2c2ccc(OC)c(OC)c2)c1 (configuration not stated),2,4,-7,-10,-1,14,-14,-6,-5,11,-17
CCOC(=O)c1ccc(NC(=S)NCCc2ccc(F)cc2)cc1,-19,-56,-10,-8,35,-7,9,.,27,3,26
Cc1ccc(C)c(S(=O)(=O)N2CCN(C(=O)Cc3c(F)cccc3Cl)CC2)c1,-1,7,16,-2,8,11,-12,6,-7,0,-4
CCSC1=C(C#N)C(c2ccc(C)o2)CC(=O)N1 (configuration not stated),49*,-7,9,13,-14,7,-14,-4,-3,2,14
O=C(COC(=O)C1CSC2(c3ccc(F)cc3)CCC(=O)N12)NC(=O)NC1CCCC1 (configuration not stated),-2,-5,-12,0,-1,13,2,1,-7,-11,0
Cc1ccc(NC(=O)c2ccoc2C)cc1C,-13,-100,-32,9,-38,-65,-97,1,-23,-28,4
Cc1[nH]nc2c(=S)[nH]c(=O)[nH]c12,-2,-4,14,-4,-9,6,-15,6,4,-49,-2
CCc1ccc(-c2ccc(C(=O)O)c(C)n2)cc1,-7,-29,1,-8,-26,-12,-43,-1,21,-41,3
Cc1ccc(C(N)=S)c(C)c1,15,-4,-3,1,14,-10,-12,0,2,-1,-9
CCc1nc2c(OCc3ccc(C(F)(F)F)cc3)cccn2c1N(C)C(=O)c1ccc(C)cc1,.,3,-1,6,3,15,6,.,-14,17,5
CC1(C(=O)NC2CCCCCC2)CCN1C(=O)C1(c2ccccc2)CC1 (configuration not stated),.,-16,20,2,11,-7,8,.,4,5,0
COc1ccc(NS(=O)(=O)c2cccc(NC(=O)c3ccccn3)c2)cc1,11,0,6,1,4,8,4,0,20,21,-4
Cc1cc(C)c(-c2c(O)c3ccccc3n(C)c2=O)c(C)c1,.,-7,-19,-9,-30,2,-10,.,-11,4,-15
Cc1sc2ncnc(SCC(=O)NC(=O)c3cccn3C)c2c1C,4,-7,3,5,-1,-4,-22,-7,-44,-20,31
Cc1cc(C)nc(SCc2ccc(C(=O)N/N=C/c3ccc(C(=O)O)cc3)cc2)n1,-2,8,9,5,6,17,12,-5,27,12,-3
Cn1c(=O)c2[nH]c(CCCc3ccc([N+](=O)[O-])cc3)nc2n(C)c1=O,10,-21,10,-18,-3,-2,-1,-20,1,42,4
CCOc1ccc(NS(=O)(=O)c2cc(C(=O)NCC3CCCO3)ccc2Cl)cc1 (configuration not stated),-9,6,-6,1,15,5,1,-2,-9,11,-8
Cc1ccc(-c2nc(CS(=O)CC(=O)NCc3ccc(Cl)cc3)c(C)o2)cc1 (configuration not stated),6,19,10,5,16,21,16,1,14,-2,7
CN(c1ccccc1)c1nc(N)c([N+](=O)[O-])c(N2CCOCC2)n1,-7,6,-1,-1,-17,2,-13,7,-12,-51,0
O=C(Cn1cc([N+](=O)[O-])cn1)Nc1nc2ccccc2s1,-9,-7,-16,-15,-9,-3,-17,2,-11,2,-18
CCOc1cc(C2Nc3cccc4cccc(c34)N2)ccc1O,1,-13,.,2,13,9,2,-8,2,.,-1
CCOc1cc(/C=C(/NC(C)=O)C(=O)O)cc(Cl)c1OCc1cccc(Br)c1,2,-10,0,-13,8,5,1,10,0,0,-12
O=Nc1c(O)n(Cc2cccc(Cl)c2)c2ccccc12,-10,-2,-4,20,20,-5,-16,26*,8,3,-7
CCCn1ccnc1SC(C)C(=O)Nc1c(C)n(C)n(-c2ccccc2)c1=O (configuration not stated),4,-1,-21,-9,13,8,-4,1,11,4,-12
O=C(O)C1C2C=CC(C2)C1C(=O)NCc1cccc(Cl)c1 (configuration not stated),-10,-8,-11,-3,8,-4,-3,-5,6,19,-5
CN(C)c1cc(-c2ccc(Cl)cc2Cl)oc(=O)c1Cl,5,-31,7,-11,0,-1,-16,4,-19,-12,13
CCOC(=O)[C@@H]1[C@H]2COc3ccc(Br)cc3[C@@H]2N2C(=O)N(c3ccc(C)cc3)C(=O)[C@@]12C,1,9,1,0,0,-6,2,-14,4,-9,-11
